Compound activity: PubChem, several laboratories
Tb hexokinase – T. brucei hexokinase 1 inhibition | recombinant TbHK1, G6PDH-coupled NADH A340 | AID 1430 | 220,000 compounds, 0.11% hits | inhibition, % at 10 µM;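 active = inhibition of 50% or more in the single-dose primary screen; inactive = inhibition below 50%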
FXIIa inh – factor XIIa (human) inhibition; P00748; purified FXIIa, Boc-QGR-AMC fluorogenic substrate, 2 h; inhibition, % at 5 µM; 220,000 compounds, 0.3% hits; in the data active = inhibition above about 40%;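 also: 0% = enzyme with no compound and 100% = blank without enzyme; many of its hits are not listed in these tables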
PGE2 EP2 inh – EP2 receptor (human) inhibition; C6 glioma cells expressing human EP2, cAMP TR-FRET; cells stimulated with saturating PGE2; inhibition, % at 25 µM; 260,000 compounds, 0.52% hits; AID 1422;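 active = percent inhibition above 40 after rounding to a whole number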;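 also: rat C6 glioma host cells with rolipram phosphodiesterase inhibitor present; the protocol text gives 20 µM as final concentration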
Target sequence (P43116 whole entry, looked up): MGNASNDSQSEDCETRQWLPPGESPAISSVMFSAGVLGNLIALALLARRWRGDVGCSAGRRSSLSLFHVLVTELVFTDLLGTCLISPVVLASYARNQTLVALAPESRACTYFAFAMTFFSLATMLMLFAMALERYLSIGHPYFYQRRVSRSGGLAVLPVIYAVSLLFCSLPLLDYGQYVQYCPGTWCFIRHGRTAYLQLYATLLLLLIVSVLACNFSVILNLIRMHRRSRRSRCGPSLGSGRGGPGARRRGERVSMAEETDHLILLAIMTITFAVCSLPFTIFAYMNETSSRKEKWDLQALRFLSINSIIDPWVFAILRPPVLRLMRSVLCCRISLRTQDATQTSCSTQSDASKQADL
FXIa inh – factor XIa (human) inhibition; P03951; inhibition, % at 5 µM; 220,000 compounds, 0.14% hits; purified FXIa, Boc-Glu-Ala-Arg-AMC fluorogenic substrate;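 active = inhibition of at least 40%; inactive = inhibition below 40%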;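 also: fluorescence of freed AMC excited at 355 nm; 0% = enzyme without compound and 100% = no enzyme blank; many of its hits are not listed in these tables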
Target sequence (P03951 19-387 limits assumed): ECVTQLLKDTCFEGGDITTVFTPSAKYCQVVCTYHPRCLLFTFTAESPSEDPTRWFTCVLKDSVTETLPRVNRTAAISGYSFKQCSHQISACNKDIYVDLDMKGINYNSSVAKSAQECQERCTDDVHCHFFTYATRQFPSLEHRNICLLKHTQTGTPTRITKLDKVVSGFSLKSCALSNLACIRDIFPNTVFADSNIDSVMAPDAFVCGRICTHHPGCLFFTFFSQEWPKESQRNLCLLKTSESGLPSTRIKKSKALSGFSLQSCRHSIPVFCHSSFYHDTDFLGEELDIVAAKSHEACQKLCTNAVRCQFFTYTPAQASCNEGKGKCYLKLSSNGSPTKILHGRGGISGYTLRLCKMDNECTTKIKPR
Target sequence (P03951 388-625 limits assumed): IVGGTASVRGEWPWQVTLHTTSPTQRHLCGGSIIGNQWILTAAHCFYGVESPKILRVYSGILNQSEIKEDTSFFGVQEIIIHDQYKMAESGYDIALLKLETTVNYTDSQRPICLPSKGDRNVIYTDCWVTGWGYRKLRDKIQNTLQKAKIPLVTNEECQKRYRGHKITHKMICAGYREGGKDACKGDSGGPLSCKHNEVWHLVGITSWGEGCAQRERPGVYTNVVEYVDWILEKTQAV
PPC-1+TRAIL kill – kills PPC-1 cancer cells in the presence of TRAIL; 220,000 compounds, 0.41% hits; PPC-1 cells + TRAIL, ATPLite viability luminescence; AID 1443; cell killing (% activity), % at 4 µM;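 active = cell killing above 50% in the first pass at 4 µM, then a duplicate retest at 5 µM averaging 50% or more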;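 also: plate controls were cells with TRAIL plus DMSO for no effect and medium-only wells lacking cells for full effect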
TNF death inh – blocks TNF-alpha induced death of Jurkat FADD-/- cells; Jurkat FADD-/- TNF necroptosis rescue, ATP luminescence, 24 h; 0 = TNF only, 100 = no-TNF cells; activation (protection from cell death), % at 10 µM; 220,000 compounds, 0.068% hits; AID 463075;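 active = activation, meaning protection from cell death, of at least 50% relative to plate controls; inactive = activation below 50%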;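 also: necroptosis triggered by 40 ng/mL TNF-alpha added together with compound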
L929 necroptosis – blocks zVAD induced death of L929 cells; L929 zVAD necroptosis rescue, ATP luminescence, 24 h; with zVAD 60 µM; viability rescue, % at 10 µM; 220,000 compounds, 0.38% hits; AID 1377;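 active = activation, scaled between plate controls, above about 75%, limit read from the data; inactive = activation under that limit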;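 also: 0% = zVAD with DMSO and 100% = DMSO alone without zVAD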
Wee1 stabilizer – inhibitors of human Wee1 degradation | reporter increase, % at 5 µM | AID 1321 | P30291 | HeLa Luc-Wee1K328M stability, luciferase luminescence; 100% = proteasome inhibitor MG132 effect | 220,000 compounds, 1.2% hits;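 active = activation above the mean of all tested compounds plus 3 SD, set per screening run, cut at about 8.8% in these data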;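 also: cells exposed to compound for 20 h before luminescence read; 0% = DMSO alone and 100% = MG132 at 30 µM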
CHOP inhibitor – blocks CHOP induction under ER stress | CHO-K1 CHOP-promoter luciferase, tunicamycin-induced, 15-18 h | inhibition, % at 10 µM | 220,000 compounds, 3.8% hits | AID 2732;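 active = compounds that reduced the stress-induced luciferase reporter signal by more than about 70% of percent inhibition, limit read from the data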;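 also: 0% = tunicamycin plus vehicle and 100% = wells without tunicamycin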
The depositor's hits bear a star; . = no result given; & = joins results of further samples. This is a subset; the hit share may differ from the screen's.

SMILES | Tb hexokinase | FXIIa inh | PGE2 EP2 inh | FXIa inh | PPC-1+TRAIL kill | TNF death inh | L929 necroptosis | Wee1 stabilizer | CHOP inhibitor
COc1cccc(NC2c3ccccc3C(=O)N2Cc2ccccc2Cl)c1 (stereo not given) | -5 | 7 | 2 | -1 | -6 | 2.9 | 0.3 | -1 | 16
CC(C)N1C(=O)CC(Nc2cccc3cccc(N)c23)C1=O (stereo not given) | -4 | 13 | 4 | 5 | 22 | 0.2 | 0.1 | 0 | 6
Nc1ccc(Cl)c(S(=O)(=O)Nc2cccc(Cl)c2)c1 | 5 | 4 | 4 | 1 | 18 | 0.4 | -0.3 | 2 | 29
O=C(/C=C/c1ccc(Cl)cc1Cl)NC(=S)Nc1ccccn1 | 23 | 13 | 12 | -1 | 18 | 0.9 | -0.2 | 2 | -45
O=C(NC(=O)N1CCCc2ccccc21)c1ccccc1 | 5 | 8 | 6 | -12 | 24 | 0.6 | 3.8 | -3 | -6
Cc1[nH][nH]c(=O)c1C(c1cc([N+](=O)[O-])ccc1O)c1c(C)[nH][nH]c1=O | -14 | 8 | 4 | 13 | -9 | -0.5 | -0.2 | -1 | 21
Cc1cc(C)nc(NS(=O)(=O)c2ccc(NC(=O)c3ccc(N4C(=O)CCC4=O)cc3)cc2)n1 | 0 | 8 | 5 | 2 | 6 | 0.8 | 0.2 | -2 | 61
CCOC(=O)C(C)Sc1nnc(-c2ccccc2O)n1Cc1ccccc1 (stereo not given) | -2 | 6 | 3 | 6 | 29 | -3.6 | 0.0 | 1 | 5
COc1ccc(-c2ccc(C(=O)O)o2)c([N+](=O)[O-])c1 | -7 | 2 | 5 | -7 | 16 | -0.2 | 0.6 | 0 | 15
CCOc1ccc(C(=O)/C=C/c2ccc(SC)cc2)cc1 | -4 | 7 | 8 | -5 | 11 | -3.2 | -0.1 | 0 | 31
CN(C)S(=O)(=O)c1cc(NC(=O)CN2CCN(c3ccccc3F)CC2)ccc1Cl | 3 | -2 | 10 | 4 | 14 | 0.1 | 1.6 | -4 | -8
Cc1ccc2c(c1)C(CCN)C(=O)N2Cc1ccccc1 (stereo not given) | 3 | -13 | 13 | -7 | 4 | 0.5 | 0.1 | 0 | 18
Cc1cc2n(n1)C(c1cn(-c3ccccc3)nc1C)Nc1c(C)cccc1-2 (stereo not given) | -13 | 18 | 1 | 10 | 11 | 0.7 | . | 5 | 14
COc1ccc(CNC(=O)CCC(=O)Nc2nnc(C(C)C)s2)cc1 | -10 | 2 | 10 | -4 | 3 | 3.2 | 0.2 | 1 | 12
O=C(Cn1cnc2ccccc21)NCCCN1CCOCC1 | 3 | 2 | 3 | -10 | 11 | 0.4 | 0.3 | -1 | 30
O=S(=O)(Nc1ccc(-c2cn3c(n2)SCC3)cc1)c1cccs1 | 1 | 13 | 14 | 10 | 11 | 1.2 | 1.2 | 2 | 23
CN(C)/C=C1/C=C(C=O)OC1=O | -23 | 7 | 6 | 5 | 27 | -0.2 | 0.7 | -1 | -5
COCc1cc(=O)[nH]c(-c2ccccc2)n1 | 6 | 8 | 6 | 0 | 20 | -0.7 | 0.2 | 2 | -1
COc1ccc(CCNC(=O)C2(C)CCC(=O)N2CCC(C)C)cc1OC (stereo not given) | -11 | 13 | 10 | 7 | . | -0.7 | 0.0 | -1 | 10
O=C(N/N=C/c1ccccn1)c1cc(-c2ccncc2)nc2ccccc12 | -4 | 3 | 12 | -4 | -2 | -3.8 | 1.4 | 1 | 19
Cc1ccn2cc(-c3ccc(NC(=O)c4ccco4)cc3)nc2c1 | -16 | 7 | 19 | -5 | 36 | 2.7 | -0.1 | 5 | -8
Nc1nc(SCc2nc3scc(-c4ccccc4)c3c(=O)[nH]2)n[nH]1 | -4 | 10 | 9 | 2 | 13 | -1.7 | -0.3 | -2 | 25
CC(Cl)C(=O)c1ccc2c(c1)CCN2C(=O)C1CC1 (stereo not given) | -15 | 11 | 9 | 2 | -2 | 1.7 | 66 | 2 | -473
O=C(COc1ccccc1O)c1cccs1 | -4 | 3 | 13 | -5 | -2 | 0.6 | 1.7 | 3 | 8
CC(C)CN(CC(C)C)C(=O)Nc1ccc(F)cc1F | -6 | 3 | 10 | 0 | -3 | 2.1 | 0.7 | -1 | 11

A run of entries from further up, for reference:
SMILES | Tb hexokinase | FXIIa inh | PGE2 EP2 inh | FXIa inh | PPC-1+TRAIL kill | TNF death inh | L929 necroptosis | Wee1 stabilizer | CHOP inhibitor
O=C(COc1ccccc1O)c1cccs1 | -4 | 3 | 13 | -5 | -2 | 0.6 | 1.7 | 3 | 8
CC(C)CN(CC(C)C)C(=O)Nc1ccc(F)cc1F | -6 | 3 | 10 | 0 | -3 | 2.1 | 0.7 | -1 | 11

(further entries)
SMILES | Tb hexokinase | FXIIa inh | PGE2 EP2 inh | FXIa inh | PPC-1+TRAIL kill | TNF death inh | L929 necroptosis | Wee1 stabilizer | CHOP inhibitor
Brc1ccc(NCc2nnc3n2CCCCC3)cc1 | -1 | 8 | 6 | 4 | 25 | -1.3 | 0.0 | 0 | 7
O=C(O)CCNC(=S)Nc1cccc(F)c1 | -6 | -5 | 12 | -7 | 17 | 1.7 | -0.5 | 3 | 13
CC(C)(C)C1(O)CC(C(F)(F)F)=NN1C(=O)CCc1ccccc1 (stereo not given) | 3 | 0 | 6 | -7 | 16 | 0.0 | 1.8 | 2 | -12
O=C(CSc1nc(C2CC2)nc2ccccc12)Nc1ccccc1N1CCOCC1 | -4 | 8 | 2 | 1 | -2 | 2.4 | 49 | -3 | -26
CC(=O)/C(=N/Nc1ccc([N+](=O)[O-])cc1)N1CCCc2ccccc21 | -6 | 13 | 4 | 6 | 19 | -2.2 | 0.0 | -3 | 14
Cc1ccccc1NC(=O)COC(=O)c1c[nH]c(=O)[nH]c1=O | 5 | 11 | 12 | 5 | -15 | -0.2 | 0.3 | -2 | 2
Cc1ccn2c(NC3CCCC3)c(-c3cccs3)nc2c1 | 0 | 1 | 4 | -8 | 19 | -2.5 | -0.2 | 0 | -14
CCCCN(CC)Cc1ccc(CNC(=S)Nc2ccccc2F)o1 | 0 | 11 | 3 | 2 | -12 | 0.6 | 0.0 | 1 | 13
Fc1ccc(CSc2nnc3ccccn23)c(Cl)c1 | 2 | 9 | 8 | 0 | 30 | -0.1 | 0.4 | 3 | -2
Cc1cc(C(F)(F)F)nc(SCc2ccc(C(=O)O)o2)n1 | 41 | 17 | 15 | 7 | -1 | -0.6 | -0.3 | -1 | 7
Cc1cc(=O)c(C(=O)O)nn1-c1ccc(Cl)cc1 | -2 | 6 | 5 | 2 | 5 | 1.5 | 0.9 | 2 | -6
COc1ccc(C2CCCN2C(=S)Nc2cccc(Cl)c2)cc1OC (stereo not given) | -9 | 4 | 4 | -1 | 0 | 1.5 | 0.7 | -1 | 32
CS(=O)(=O)c1ccc2nc(NC(=O)CCN3C(=O)c4ccccc4C3=O)sc2c1 | -3 | . | 13 | -4 | 26 | 0.5 | 4.2 | 1 | 17
Cc1cc(C)n2nc(C(=O)N3CCN(Cc4ccc5c(c4)OCO5)CC3)nc2n1 | -4 | 2 | 2 | -2 | 15 | -0.3 | -0.4 | -2 | 8
CCc1cccc(OCCCN2C(=O)NC(C)(C)C2=O)c1 | -5 | 11 | 2 | -2 | -8 | 0.4 | 0.3 | 0 | 11
COc1ccc(N(C)S(=O)(=O)c2cccc(C(=O)NC3=NCCS3)c2)cc1 | 1 | 3 | 22 | 7 | -6 | -0.1 | -0.3 | 1 | -12
O=C(NNC(=O)c1cc2cc3ccccc3nc2s1)c1ccc(F)cc1 | -4 | 13 | . | 6 | 21 | 0.3 | 1.1 | 1 | 89*
Cc1ccc2c(C)c(C(=O)Nc3nnc(C)s3)oc2c1 | -6 | 40* | 24 | 23 | -11 | 1.2 | 15 | -2 | -5
COc1ccc(S(=O)(=O)Cc2ccc(C(=O)N3CCN(c4ccc(Cl)cc4)CC3)o2)cc1 | -11 | 3 | 24 | 0 | 25 | -5.3 | -0.1 | -2 | 54
CCC12C(=O)C(CC)(C(c3ccccc3)=C1c1ccccc1)[C@@H]1C(=O)N(c3ccccc3)C(=O)C12 (stereo not given in full) | 1 | 2 | 8 | -10 | 9 | 3.6 | 0.7 | -1 | 44
CSc1cccc(NC(=O)/C=C/c2ccc(Cl)cc2)c1 | 1 | 3 | 6 | -5 | -4 | -4.6 | 1.1 | 3 | 48
CNCc1cc2ccc(C)cc2[nH]c1=O | -13 | 0 | 7 | 6 | 0 | 0.6 | -0.4 | -1 | -11
Nc1ccc2c(C(F)(F)F)cc(=O)oc2c1 | -19 | -2 | 18 | -4 | -17 | -2.7 | 0.4 | -2 | 2
N#CC1=C(N)Oc2ccc3ccc(O)cc3c2C1c1cccnc1 (stereo not given) | 2 | 6 | 7 | 7 | 6 | -2.3 | 0.1 | -3 | 16
COC(=O)CSc1snnc1-c1ccc(F)cc1 | -7 | 2 | 16 | -10 | 5 | 1.5 | 0.0 | -1 | -14

(listing goes on)
SMILES | Tb hexokinase | FXIIa inh | PGE2 EP2 inh | FXIa inh | PPC-1+TRAIL kill | TNF death inh | L929 necroptosis | Wee1 stabilizer | CHOP inhibitor
Cc1oc(=O)c(NC(=O)c2ccccc2)cc1C(C)O (stereo not given) | -13 | 9 | 8 | 0 | -3 | -0.3 | 2.8 | -1 | 6
Cc1ccc(NC(=O)Cn2cnc3c(oc4nc5c(cc43)COC(C)(C)C5)c2=O)cc1 | 4 | 15 | 6 | 7 | 9 | -0.2 | 0.2 | 0 | 10
CN(C)c1cc[n+](CC(=O)Nc2cc(C(F)(F)F)ccc2Cl)cc1 | -1 | 19 | 6&7 | 0 | 6 | -2.9 | 0.0 | -3 | 50
Cc1nnc(SCc2cc([N+](=O)[O-])cc3c2OCOC3)[nH]c1=O | -27 | 3 | 10 | 1 | 11 | 1.0 | 0.7 | 0 | 10
Cc1cc(C)cc(NC(=O)CCn2cnc3cc(C)c(C)cc32)c1 | 14 | 6 | 10&5 | -2 | -14 | 1.7 | 5.2 | -2 | 28
COCCCNC(=O)C1CCC(CNS(=O)(=O)c2ccc(Cl)cc2)CC1 (stereo not given) | -5 | 2 | 12 | -8 | 18 | 1.6 | 0.2 | 7 | 2
CC1CCN(S(=O)(=O)c2ccc(C(=O)N3CCN(c4ccccc4F)CC3)cc2)CC1 | 2 | 13 | 9 | -1 | 23 | 0.5 | 0.1 | 0 | 29
O=C(O)CC/C(=C\c1ccccc1[N+](=O)[O-])c1nc2ccccc2s1 | -20 | 14 | 2 | -2 | -1 | -0.3 | 16 | -4 | 19
COc1cc(/C=C/C(=O)c2ccc(O)cc2)ccc1OCC#N | -34 | 16 | 6 | 8 | 7 | -7.9 | 0.2 | 0 | -203
Cc1nc2c(C)cccn2c1C(=O)c1ccccc1 | -37 | 2 | 7 | -1 | 1 | -1.3 | 0.5 | -2 | 38
Cc1ccc(NC(=O)NC2CCN(S(=O)(=O)c3ccc(F)cc3)CC2)cc1 | -6 | 19 | 7 | 11 | 11 | -1.2 | -0.8 | 0 | 21
Cc1c(C(=O)NCc2cccs2)oc2ccc(Br)cc12 | -10 | -4 | 6 | -17 | -4 | 2.1 | -0.1 | -2 | 32
COc1ccc2cc3c(N)nn(C(=O)c4ccccc4Cl)c3nc2c1 | -25 | 7 | 3 | 1 | 5 | -4.1 | 4.0 | -4 | 77*
CCN(CC(=O)Nc1ccc(Br)c(C)c1)CC(=O)NC(C)C | 0 | 5 | 8 | -5 | 28 | -0.5 | 5.1 | -4 | -19
CC(/C=C/c1ccco1)=N\NC(=O)c1cc(Cl)ccc1O | -10 | 8 | 5 | 4 | 13 | 0.7 | 0.8 | 1 | -34
C/C(=N\Nc1ccc([N+](=O)[O-])cc1)c1ccc(-n2nncc2C)cc1 | -2 | 9 | 13 | -5 | 3 | 1.1 | 0.6 | 0 | -10
